Source: PubChem BioAssay (National Center for Advancing Translational Sciences (NCATS))
S-ASM inh – inhibitors of human secretory acid sphingomyelinase; Potency, µM (series often up to 57.5 µM), for the others: at the highest dose activity change, negative = inhibition, most hits filed as inhibitors; placental ASM, HMU-PC fluorogenic substrate, 60 min; 0.006% of 340,000 active; AID 504937; note: potency is the fitted concentration of half-maximal effect
Target sequence (P17405 47-631 limits assumed): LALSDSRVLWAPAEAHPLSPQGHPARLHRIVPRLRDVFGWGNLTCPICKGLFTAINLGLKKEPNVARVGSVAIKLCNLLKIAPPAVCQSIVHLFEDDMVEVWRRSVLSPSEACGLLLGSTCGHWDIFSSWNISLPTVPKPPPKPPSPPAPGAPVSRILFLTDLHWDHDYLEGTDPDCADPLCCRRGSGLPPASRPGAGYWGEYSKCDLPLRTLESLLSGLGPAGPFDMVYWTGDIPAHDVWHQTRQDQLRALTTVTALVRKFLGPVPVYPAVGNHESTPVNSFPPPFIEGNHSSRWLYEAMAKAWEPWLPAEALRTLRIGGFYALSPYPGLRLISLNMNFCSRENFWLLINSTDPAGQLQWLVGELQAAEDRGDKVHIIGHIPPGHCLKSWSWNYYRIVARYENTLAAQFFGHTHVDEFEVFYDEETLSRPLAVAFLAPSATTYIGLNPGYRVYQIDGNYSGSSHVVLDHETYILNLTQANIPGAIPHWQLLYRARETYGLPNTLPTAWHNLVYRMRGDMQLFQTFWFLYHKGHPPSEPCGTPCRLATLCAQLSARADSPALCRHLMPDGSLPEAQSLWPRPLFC
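Steps: dispense placental human ASM, pin compound, wait 10 min at room temperature, add HMU-PC0 substrate at 9 uM final, incubate 60 min at 37 °C, add stop solution raising pH to 10, read fluorescence.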
AT treatment – potential ataxia-telangiectasia treatments restoring KAP-1 phosphorylation; […] A-T fibroblasts, KAP-1 phosphorylation AlphaLISA; neocarzinostatin DNA damage 30 min before lysis; Potency, µM (titrated, usually from 57.5 µM), for the others: at the highest dose activation, actives largely listed as activators; 0.19% of 320,000 active; note: potency is the fitted concentration of half-maximal effect; % of control where 0% means no effect; nearly all actives have a fitted effect of over 45% in size
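ATM-like activity read as KAP-1 phosphorylation via AlphaLISA donor/acceptor antibody pairs after lysis and 6 hr at 25C. Cells were ATM-null patient fibroblasts ([…], hTERT), dosed 60 min, then exposed to the DSB inducer NCS for 30 min.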
MLL CXXC-DNA inh – MLL CXXC-DNA interaction inhibition. Potency, µM (titrated, usually from 115 µM), for the others: top-dose activity change, negative = inhibition, actives largely listed as inhibitors. AID 2662. 0.037% of 290,000 active. MLL-CXXC / FITC-HOXA9 DNA fluorescence polarization. Q03164; active = well fitted inhibition curve with a large enough effect in the polarisation, with a control signal flat, not every such curve was filed as active; inconclusive = small, poorly fitted or top-dose-only effect, or effect the other way, or a change in a side signal; inactive = no such curve, though single readings can be large or run the other way; the % refers to the polarisation; note: potency is the fitted concentration of half-maximal effect
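Steps: dispense CXXC domain solution (7 uM) → pin compounds or unlabeled HOX-A9 DNA control → 5 min ambient → add FLSN-HOX-A9 solution (50 nM) → spin → 30 min ambient → fluorescence polarization. Tris pH 7.5/NaCl/DTT/BSA buffer.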
TCR activator – activators of T cell receptors; 330,000 tested, under 10 active; Potency, µM (highest dose often 9.22 µM), without a hit: at the top dose activation of IL-2 secretion, hits mostly activators; primary human leukocytes, anti-CD3, IL-2 HTRF, 48 h; note: % of control where 0% means no effect
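Primary human leukocytes were stimulated with a-CD3 beads plus compounds for 48 hr without co-stimulation; secreted IL-2 was quantified by HTRF using a-IL-2-K (europium cryptate) and a-IL-2-d2, excited at 320nm with acceptor emission read at 665nm.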
Menin-MLL TR inh – menin-MLL binding inhibition, Texas Red mutant peptide. 0.23% of 270,000 active. Menin + Texas Red MLL mutant peptide, fluorescence polarization. Potency, µM (doses to about 61.6 µM), inactives show at the top dose FP activity change, negative = inhibition, usual class: inhibitors; active = well fitted inhibition curve with a large enough effect in the polarisation, with a control signal flat, not every such curve was filed as active; inconclusive = small, poorly fitted or top-dose-only effect, or effect the other way, or a change in a side signal; inactive = no such curve, though single readings can be large or run the other way; the % refers to the polarisation; note: potency is the fitted concentration of half-maximal effect; % of control where 0% means no effect; many of its hits are not listed in these tables
TSHR antag – human thyrotropin receptor antagonism; P16473; TSHR-expressing cells, TSH-stimulated cAMP HTRF, 2 h; active compounds read low; activity change, negative = inhibition, % at 11.5 µM; 0.2% of 330,000 active;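 active = activity change below a set negative limit, meaning inhibition stronger than a set level, cut at about -70% in these data; inconclusive = activity change between two set negative limits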; note: % is set by controls: 0 for no effect and ±100 for the full control effect
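Read-out is FRET at 665 nm (cryptate excitation 337 nm) from a cryptate-tagged anti-cAMP antibody, competed by cell cAMP against cAMP-d2. Compounds are tested on freshly harvested TSHR cells challenged with 4nM TSH (EC80) for 2 hours at 37 deg C.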
MBNL1-CUG inh – inhibitors of human MBNL1 binding to CUG repeat RNA. Potency, µM (highest dose often 57.5 µM), without a hit: at the top dose activity change, negative = inhibition, most hits filed as inhibitors. Q9NR56. TR-FRET MBNL1-His/biotin-(CUG)12 binding, 665/545 ratio. AID 2675. 0.036% of 280,000 active; active = well fitted inhibition curve with a large enough effect in the signal ratio, with a control signal flat, not every such curve was filed as active; inconclusive = small, poorly fitted or top-dose-only effect, or effect the other way, or a change in a side signal; inactive = no such curve, though single readings can be large or run the other way; the % refers to the signal ratio; note: potency is the fitted concentration of half-maximal effect; % is set by controls: 0 for no effect and ±100 for the full control effect
Target sequence (Q9NR56 whole entry, looked up): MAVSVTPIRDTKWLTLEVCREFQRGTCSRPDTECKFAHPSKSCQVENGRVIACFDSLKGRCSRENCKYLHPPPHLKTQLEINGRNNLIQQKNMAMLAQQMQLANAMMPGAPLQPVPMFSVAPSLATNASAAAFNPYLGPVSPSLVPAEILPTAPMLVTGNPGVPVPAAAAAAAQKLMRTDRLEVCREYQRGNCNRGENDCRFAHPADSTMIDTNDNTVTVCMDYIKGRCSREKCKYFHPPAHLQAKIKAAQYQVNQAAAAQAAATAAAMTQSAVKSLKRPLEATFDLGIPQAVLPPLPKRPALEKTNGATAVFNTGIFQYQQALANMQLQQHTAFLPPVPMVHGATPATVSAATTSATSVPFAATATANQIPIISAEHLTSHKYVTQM
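His-tagged MBNL1 binding to biotinylated (CUG)12 RNA was measured by TR-FRET using terbium anti-His antibody (0.055 ng/ul final) and streptavidin-XL665 (5 nM final). Compounds were titrated 92 nM to 58 uM; 60 min at room temperature.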
a7 integrin act – integrin-mediated muscular dystrophy alleviation activation; 0.064% of 350,000 active; Potency, µM (highest dose often 38.3 µM), for the others: top-dose activation, hits mostly activators; AID 624291; alpha7betagal myoblasts, beta-gal FDG fluorescence, 48 h;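 note: potency is the fitted concentration of half-maximal effect; 100% = response of the positive control SU9516; nearly all actives have a fitted effect of over 60% in size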
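alpha7betagal+/- myoblasts (passage 13, 250/well) treated 48 h at 37C with compounds at 1:260 dilution of DMSO stock. Lysed, then beta-galactosidase activity read as FDG fluorescence (ex 480/em 540) after 30 min, with pre-read for autofluorescence.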
TSG101-PTAP inh – blocks PTAP/TSG101 interaction to inhibit HIV-1 budding | 340,000 tested, under 10 active | Fluorescence polarization, FITC-PTAP peptide / Tsg101 binding | Potency, µM (top dose mostly 115 µM), for the others: at the highest dose activity change, negative = inhibition, most hits filed as inhibitors | Q99816 | AID 493005; active = well fitted inhibition curve with a large enough effect in the main read-out, with a control signal flat, not every such curve was filed as active; inconclusive = small, poorly fitted or top-dose-only effect, or effect the other way, or a change in a side signal; inactive = no such curve, though single readings can be large or run the other way; note: potency is the fitted concentration of half-maximal effect; % of control where 0% means no effect
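FP read-out: FITC-PTAP peptide, 50 nM final, binding Tsg101 binding domain, 10 uM final; 20 min, r.t.; 10 mM HEPES pH 7.5, 0.15 M NaCl, 0.01% Tween 20, 3 mM EDTA, 0.1 mM TCEP.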
Mito fusion yeast – blocks mitochondrial division or promotes mitochondrial fusion; S. cerevisiae fusion-defective mutant growth rescue, CellTiterGlo 48 h; Potency, µM (top dose mostly 46.1 µM), inactives show at the top dose growth rescue (activation), most hits filed as activators; 0.23% of 320,000 active;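 note: potency is the fitted concentration of half-maximal effect; % of control where 0% means no effect; nearly all actives have a fitted effect of over 45% in size; temperature-sensitive fusion mutants such as fzo1-1 at 37 °C on non-fermentable ethanol glycerol medium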
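Read-out: ATP-based luminescence (CellTiterGlo, 10 min ambient) reporting growth of fusion-defective ts yeast after 48 hours at 37C on glycerol/ethanol YPEG medium in the presence of compound.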
Active calls of the source: *; ? = inconclusive; . = no result given; & = joins results of further samples; [ ] = remark or other dose. Unless noted, calls come from the whole dose curve; as a rule, active = well fitted curve in the direction sought with a large enough effect; inconclusive = small, poorly fitted or top-dose-only effect, or another doubt; inactive = no such curve, though single readings can be large; an effect the other way counts as inactive or inconclusive.

SMILES	S-ASM inh	AT treatment	MLL CXXC-DNA inh	TCR activator	Menin-MLL TR inh	TSHR antag	MBNL1-CUG inh	a7 integrin act	TSG101-PTAP inh	Mito fusion yeast
CC(=O)N1N=C(c2cccc([N+](=O)[O-])c2)OC1c1ccc(Br)cc1 (stereo not drawn)	-6%	3%	0%	-2%	.	-3	16%	-11%	1%	-2%
Cc1ccc(S(=O)(=O)N(C)c2ccc(C(=O)N(C)Cc3nc4ccccc4c(=O)[nH]3)cc2)cc1	1%	8%	.	0%	.	1	.	2%	-5%	0%
O=C(Cn1cnc2c(NCc3ccccc3)ncnc21)NCc1ccc2c(c1)OCO2	2%	10%	.	2%[46.1 µM]	.	8	.	13%	0%	.
CCOC(=O)Cn1nnc(-c2ccc(S(C)(=O)=O)cc2)n1	4%	2%	0%	.	1%	-3	10%	-2%	.	-1%
Cc1ccc(NS(=O)(=O)c2c(C(=O)N3CCCC3)c(C)n(C)c2C)cc1	2%	-1%	0%	-1%	-8%	3	-4%	?	-2%	-8%
CN(C)c1cccc2cccc(N(C)C)c12	3%	7%	-4%	0%	.	0	.	3%	-1%	-1%
O=C(c1ccc([N+](=O)[O-])cc1)N1CCN(Cc2ccccc2[N+](=O)[O-])CC1	0%	-2%	-7%	4%	-29%	11	?	33%	-2%	2%
COc1ccc(-n2cc(-c3ccccc3)c3c(N4CC(C)OC(C)C4)ncnc32)cc1 (stereo not drawn)	-8%	1%	6%	.	-19%	-7	5%	-46%[inhibitor]	-5%	-3%
O=C(Cn1nc2n(c1=O)-c1ccccc1SC2)N/N=C/c1cccnc1	4%	15%	-1%	0%	.	0	1%	25%	-4%	-1%
CCn1cc(C(=O)N[C@H](C(=O)NCCCn2ccnc2)C(C)C)c(=O)c2cc3c(cc21)OCO3	6%	-1%	0%	0%	-11%	6	1%	8%	-2%	0%
O=C(Nc1nncs1)C1(c2ccccc2)CCCC1	5%	.	-6%	-26%	-9%	.	3%	9%	-2%	2%
Cc1ccc(Sc2sc(=O)n(C)c2S(=O)(=O)c2ccc(C)cc2)cc1	-6%	1%	-6%	1%	7%	9	-2%	11%	-1%	-6%
Cc1cc(=O)[nH]c(N2CCN(C(c3ccccc3)c3ccccc3)CC2)n1	0%	7%	1%	8%	-9%	0	2%	12%	0%	11%
O=C(NCC(O)c1ccc([N+](=O)[O-])cc1)C1=COCCO1 (stereo not drawn)	1%	-6%	.	-15%	.	.	.	0%	-1%	.
CCOCCn1c(SCCc2ccccc2)nc2c1c(=O)[nH]c(=O)n2C	-2%	6%	6%	8%	-1%	-3	-2%	-5%	-4%	6%
c1ccc(OCc2nn3c(-c4ccccn4)nnc3s2)cc1	5%	0%	3%	.	1%	-8	-2%	-17%	-2%	-9%
COc1cccc(-n2c(-c3ccccc3)c[nH]c2=S)c1	-3%	-5%	3%	-5%	1%	-18	-4%	20%	-4%	-9%
CCCn1c(C)nc2c(c1=O)c1nc3ccccc3nc1n2-c1ccccc1	36%[activator]	.	.	-9%	.	.	.	22%	-2%	.
O=C(CN1CCN(S(=O)(=O)c2ccccc2)CC1)Nc1ccc(Cl)c(Cl)c1	-15%	0%	6%	-3%	7%	3	-7%	-59%[inhibitor]	-4%	28%
COc1ccc(OCC(=O)NC2CCCN(Cc3ccc(Cl)cc3)C2)cc1 (stereo not drawn)	5%	13%	6%	-1%	.	16	2%	-29%	0%	-4%
Cc1ccc(NC(=S)N2CCCC2)cc1	3%	-1%	-2%	-1%	-18%	-4	2%	0%	-3%	-5%
O=C(CN1C(=O)C2CC=CCC2C1=O)Nc1nc2ccccc2s1 (stereo not drawn)	1%	5%	-3%	4%	?	1	-5%	-9%	-3%	2%
O=C(NCCN1CCCCCC1)c1ccc(N2CCCC2=O)cc1	5%	-2%	15%	0%	-16%	14	6%	-19%	-1%	-5%
COc1ccc(CCCc2nnc(SCC(=O)NN)o2)cc1	1%	3%	-1%	6%	-9%	-4	3%	8%	0%	-1%
CCc1[nH]c(=O)c(C#N)c2c1CSC(C)(C)C2	54%[activator]	-1%	-7%	0%[46.1 µM]	-23%	6	2%	-10%	-7%	-3%
CC(=O)NC(c1ccco1)c1cc(Cl)c2ccc(Cl)nc2c1O (stereo not drawn)	2%	-6%&4%	.	7%	.	-2&-12	.	.	-1%	9%&-4%
CNC(=O)c1[nH]cnc1C(=O)NCC(=O)OCc1ccccc1	2%	-4%	0%	5%	-5%	-11	-9%	7%	-1%	0%
O=C(Cc1cccs1)NNC(=O)C12CC3CC(CC(C3)C1)C2	-2%	11%	?	-3%	-1%	7	-10%	-32%	-7%	-14%
CCN(c1ccc(OC)cc1)S(=O)(=O)c1nnc(NC(=O)C(C)C)s1	1%	-7%	-3%	-1%	34%[activator]	10	3%	15%	-4%	9%
C/C=C/c1ccc(OC)c(OC(C)=O)c1	-1%	7%	-3%	-12%	-1%	-3	-8%	-19%	-15%	-2%
COCCN(CC(=O)Nc1cccc(C)c1C)C(=O)c1oc2ccccc2c1C	-1%	6%	.	0%	.	-16	.	-30%	-1%	.
CC(C)Cc1ccc(CN2CCCC(NC(=O)CCN3CCCO3)C2)cc1 (stereo not drawn)	11%	-9%	8%	3%	.	10	1%	-1%	-5%	-5%
CC1(C)CC(=O)C2=C(C1)O[C@@]1(CCCCN3C(=O)c4ccccc4C3=O)Cc3cc(C#N)ccc3C2O1	.	3%[11.5 µM]	-14%[23 µM]	.	2%[11.7 µM]	.	-2%[11.5 µM]	.	.	-2%[9.22 µM]
COc1ccc(C2SCC(=O)N2c2ccccc2)cc1 (stereo not drawn)	2%	10%	-4%	-1%	-25%	-2	-6%	?	-6%	1%
Cc1ccc(NC(CNS(=O)(=O)c2ccc(Cl)cc2)c2ccccc2)cc1 (stereo not drawn)	-13%	?	6%	7%	?	0	-9%	-41%	-2%	-6%
Cc1cc(C)c2cc(CN(CCCN(C)C)C(=S)NCc3ccccc3)c(=O)[nH]c2c1	0%	4%[11.5 µM]	10%	-109%	-15%	6	-3%	-53%[inhibitor]	1%	-13%
CC(C)(C)c1ccc(OCc2ccc(C(=O)NCc3cccnc3)o2)cc1	-1%	-1%	6%	-3%	-2%	9	-2%	-24%	-4%	3%
COc1cccc(N/C(=N/C(=S)Nc2ccc(C)cc2C)Nc2nc(C)cc(C)n2)c1	-3%	-20%	3%	1%	.	8	-3%	-16%	2%	3%
CC(=O)c1ccc(NC(=O)CN2c3cccc4cccc(c34)S2(=O)=O)cc1	29%	1%	.	-8%	.	-4	.	?	-3%	.
COc1ccc2sc(-c3ccccc3OC)c(-c3ccc(OCCN(C)C)cc3)c2c1	?	3%	.	9%[46.1 µM]	.	-5	.	-44%	3%	.
CCN(CC)CCSc1nnc2c3ccccc3n(CCc3ccccc3)c2n1	-8%	-3%	?	1%	-19%	-12	?	-11%	-4%	-9%
COC(=O)C(O)(CC(=O)c1ccc(OC)cc1)C(F)(F)F (stereo not drawn)	1%	7%	-7%	0%	3%	0	7%	0%	-7%	-2%
O=C(NNC(=O)c1ccccc1Cl)c1cccnc1	-14%	-12%	-1%	5%	-6%	-3	-3%	21%	-7%	-7%
Cc1cccc2cc(CN(CC3CCCO3)C(=O)c3cnccn3)c(=O)[nH]c12 (stereo not drawn)	4%	10%	5%	-10%	2%	-6	3%	24%	-3%	-3%
O=C(NC1CCCC1)c1ccc(Cn2c(=O)[nH]c3ccsc3c2=O)cc1	1%	5%	-14%	-8%	.	0	-4%	-16%	-1%	-2%
NS(=O)(=O)c1ccc(NC(=S)NC2CCCC2)cc1	3%	-5%	-2%	2%[46.1 µM]	9%	9	.	13%	1%	-2%
CCOc1ccc2nc(SC(CC)C(=O)Nc3cc(C)on3)sc2c1 (stereo not drawn)	-2%	1%	-1%	6%	17%	-23	-7%	-7%	1%	1%
COc1ccc(CCNC(=O)c2cc3sccc3n2C)cc1OC	-1%	-1%	-1%	.	2%	-11	-8%	-4%	.	1%
CCn1c(=O)cc(OCC(=O)NCc2cccs2)c2ccccc21	-1%	3%	-5%	-1%	-10%	-4	-6%	12%	-8%	0%

A portion of the library. The share of hits here may be higher or lower than overall.
